GLP1R cytotox: qHTS of GLP-1 Receptor Inverse Agonists: Cytotox Screen; HEK293 cAMP-luciferase reporter cells, luminescence, 24 h; Potency, µM (series often up to 38.3 µM), for inactives: at the top dose activity change, negative = inhibition, usual class: inhibitors; 410,000 tested, 0.13% active; AID 624418, 2012;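 further: loss of luciferase light is scored as toxicity; potency means the concentration at half of the fitted maximal effect; on the % scale 0 is the no-effect control and ±100 the full control effect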
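Here, cytotoxicity is scored as loss of luminescence. The MLSMR collection was tested on cells seeded in medium containing 10% Nu serum, with a 24 hr compound exposure preceded by 12 hours of culture.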
TDP43 rescue: qHTS of TDP-43 Inhibitors. 410,000 tested, 1.8% active. TDP-43 expressing yeast growth rescue, BacTiter-Glo, 24 h. Potency, µM (top dose mostly 46.1 µM), without a hit: at the top dose growth rescue (activation), usual class: activators. AID 652104, 2013; further: potency means the concentration at half of the fitted maximal effect; % of control where 0% means no effect; nearly all actives have a fitted effect of over 50% in size
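Yeast expressing TDP-43 (pregrown in raffinose, seeded at OD600=0.02 in galactose medium) exposed to compounds 24 hr at 30 deg C. Growth read by BacTiter-Glo luminescence; rescue of toxicity appears as increased signal.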
D3 ag: qHTS of D3 Dopamine Receptor Agonist: qHTS | D(3) dopamine receptor (Homo sapiens), P35462 | D3R DiscoveRx beta-arrestin cells, luminescence, 90 min | max activation, % | 410,000 tested, 0.58% active | AID 652048, 2013; in the data active means max activation above about 30%; further: 0% is about no effect; mostly tested at two doses, the higher about 12 µM
Target sequence (P35462 whole entry, looked up): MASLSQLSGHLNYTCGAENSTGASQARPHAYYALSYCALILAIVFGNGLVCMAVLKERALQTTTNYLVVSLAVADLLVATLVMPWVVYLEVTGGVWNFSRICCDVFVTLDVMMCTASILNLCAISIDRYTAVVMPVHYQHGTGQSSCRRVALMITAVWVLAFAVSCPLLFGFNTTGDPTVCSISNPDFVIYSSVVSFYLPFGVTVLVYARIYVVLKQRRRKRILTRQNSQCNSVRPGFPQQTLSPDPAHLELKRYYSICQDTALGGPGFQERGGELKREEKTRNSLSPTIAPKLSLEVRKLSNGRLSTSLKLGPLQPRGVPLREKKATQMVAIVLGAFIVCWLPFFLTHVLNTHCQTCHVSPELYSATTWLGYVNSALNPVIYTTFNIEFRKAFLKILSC
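Agonist mode: compounds and dopamine controls were applied to plated cells for 90 min at 37 degrees C after an overnight attachment at 1500 cells/well. Luminescent read-out followed 30 - 60 minutes at room temperature with DiscoveRx detection reagent.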
DRD3 antagonist: qHTS of D3 Dopamine Receptor Antagonist: qHTS; D(3) dopamine receptor (Homo sapiens), P35462; D3R cells, DiscoveRx beta-arrestin luminescence, antagonist mode; stronger effect = lower value; max response, negative = inhibition, %; 360,000 tested, 2.5% active; in the data active means max response below about -50%; inconclusive means no clear call, values can overlap the other calls; further: on the % scale 0 is the no-effect control and ±100 the full control effect; mostly tested at two doses, the higher about 12 µM
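Cells plated overnight at 1500 cells/well, then exposed to library compounds with dopamine controls for 90 minutes at 37 degrees C. DiscoveRx reagent added for 30–60 minutes at room temperature; luminescence read, quantitative HTS format.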
aSyn yeast inh: qHTS of alpha-syn Inhibitors | Yeast expressing alpha-synuclein, growth rescue, BacTiter-Glo, 24 h | Potency, µM (top dose mostly 46.1 µM), without a hit: at the top dose growth rescue (activation), usual class: activators | 370,000 tested, 0.14% active; further: potency means the concentration at half of the fitted maximal effect; % of control where 0% means no effect; nearly all actives have a fitted effect of over 65% in size
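Rescue of yeast growth: cells expressing toxic alpha-synuclein, induced in galactose at OD600 0.02, incubated with compound 24 h at 30 C. ATP luminescence quantified growth; inhibitors of toxicity appear as activators.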
GLP-1R inv ag: qHTS of GLP-1 Receptor Inverse Agonists (Inhibition Mode) | Potency, µM (highest dose often 38.3 µM), inactives show at the top dose activity change, negative = inhibition, hits mostly inhibitors | 410,000 tested, 1.6% active | HEK293 GLP-1R CRE-luciferase, luminescence, 24 h; GLP-1R form is constitutively active | Glucagon-like peptide 1 receptor (Homo sapiens), P43220; further: potency means the concentration at half of the fitted maximal effect; on the % scale 0 is the no-effect control and ±100 the full control effect; nearly all actives have a fitted effect of over 55% in size
Target sequence (P43220 whole entry, looked up): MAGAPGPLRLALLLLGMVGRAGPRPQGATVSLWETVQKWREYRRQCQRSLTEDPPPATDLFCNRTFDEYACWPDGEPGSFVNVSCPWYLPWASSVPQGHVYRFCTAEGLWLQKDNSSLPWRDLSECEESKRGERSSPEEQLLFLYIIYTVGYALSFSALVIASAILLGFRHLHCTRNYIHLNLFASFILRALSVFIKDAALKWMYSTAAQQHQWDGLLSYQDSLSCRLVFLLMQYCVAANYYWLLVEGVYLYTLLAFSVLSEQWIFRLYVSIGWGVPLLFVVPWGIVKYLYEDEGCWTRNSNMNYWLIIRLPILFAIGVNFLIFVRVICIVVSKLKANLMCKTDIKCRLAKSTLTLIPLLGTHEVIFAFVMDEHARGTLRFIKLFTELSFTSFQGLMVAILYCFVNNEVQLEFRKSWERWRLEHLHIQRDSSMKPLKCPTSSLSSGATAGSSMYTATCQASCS
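Using stably transfected HEK293 (constitutively active GLP-1R, cAMP-luciferase reporter), compounds were incubated 24 hr and luciferase measured by luminescence.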
KB-V1 MDR tox: qHTS assay for MDR1-selective chemotherapeutics: Primary screen using the drug-selected MDR subline cells KB-V1 | KB-V1 MDR cells viability, CellTiter-Glo, 72 h | Potency, µM (top dose mostly 46.1 µM), inactives show at the highest dose activity change, negative = cytotoxicity, usual class: cytotoxic | 400,000 tested, 3.4% active | AID 1347076, 2019; further: potency means the concentration at half of the fitted maximal effect; on the % scale 0 is the no-effect control and ±100 the full control effect; nearly all actives have a fitted effect of over 60% in size
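Cytotoxicity toward P-gp-expressing KB-V1 cells was determined as loss of CellTiter-Glo luminescence after 72 h at 37 degrees C. Compounds were tested in quantitative HTS format across a concentration range, with curves fitted to normalized data.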
PTHR1 ag: qHTS for PTHR1 Agonists: Primary Screen; HEK293 GP2 PTHR1 cells, GloSensor cAMP luminescence, 1 h; Potency, µM (top dose mostly 115 µM), for inactives: at the highest dose activation, hits mostly activators; 410,000 tested, 0.075% active; AID 743266, 2014; further: potency means the concentration at half of the fitted maximal effect; nearly all actives have a fitted effect of over 55% in size; some results filed as inactive show a strong effect at the top dose; inactives centre near -15; many of its hits are not listed in these tables
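HEK-293-derived GP2 cells expressing PTHR1 and a GloSensor cAMP reporter, 3,000/well, plated overnight, given luciferin plus IBMX (each 0.5 mM as added) for 1 h at 37 °C, then compound for 1 h at 37 °C. Luminescence was read after 15 min at room temperature.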
GLP1R ag: qHTS of GLP-1 Receptor Agonists; Glucagon-like peptide 1 receptor (Homo sapiens), P43220; HEK293 GLP-1R CRE-luciferase, luminescence, 4-6 h; cells express a hypersensitive GLP-1R form; Potency, µM (titrated, usually from 45.6 µM), for the others: top-dose activation, hits mostly activators; 380,000 tested, 0.007% active; AID 624172, 2012; further: potency means the concentration at half of the fitted maximal effect; % of control where 0% means no effect
Numbers without * were called inactive; [ ] = dose if it differs, or a comment. Unless noted, the call rests on the fitted dose curve; in most records, active means well fitted curve in the direction sought with a large enough effect; inconclusive means small, poorly fitted or top-dose-only effect, or another doubt; inactive means no such curve, though single readings can be large; an effect the other way counts as inactive or inconclusive. A portion of the library. The share of hits here may be higher or lower than overall.

Results for Cc1cc2c(c(=O)n1CC1CCCO1)C(c1ccco1)C(C#N)=C(N)O2 (stereo not given) ?
GLP1R cytotox: -5%; TDP43 rescue: inconclusive; D3 ag: -4; DRD3 antagonist: -14; aSyn yeast inh: 2%; GLP-1R inv ag: 1%; KB-V1 MDR tox: -11%; PTHR1 ag: inactive; GLP1R ag: -5%

How did CCOC(=O)N1CCN(C(=O)c2ccc(N3C(=O)CCC3=O)cc2)CC1 do in these assays?
GLP1R cytotox: 7%; TDP43 rescue: 19%; D3 ag: 4; DRD3 antagonist: 24; aSyn yeast inh: 0%; GLP-1R inv ag: 3%; KB-V1 MDR tox: 12%; PTHR1 ag: inactive; GLP1R ag: 2%

How did CC1CCCN(CC(=O)Nc2ccc(S(=O)(=O)N3CCCCCC3)cc2)C1 (stereo not given) do in these assays?
GLP1R cytotox: -2%; TDP43 rescue: -2%; D3 ag: -20; DRD3 antagonist: inconclusive; aSyn yeast inh: -2%; GLP-1R inv ag: -16%; KB-V1 MDR tox: inconclusive; PTHR1 ag: -45%; GLP1R ag: 1%

How did COc1ccc(OCCSc2nnc(-c3cccnc3)n2N)cc1 do in these assays?
GLP1R cytotox: 0%; TDP43 rescue: 22%; D3 ag: 10; DRD3 antagonist: 3; aSyn yeast inh: 3%; GLP-1R inv ag: 7%; KB-V1 MDR tox: inconclusive; PTHR1 ag: -7%; GLP1R ag: -1%

How did COc1ccc(OC)c(C2C(C(=O)c3ccccc3)=C(C)Nc3nc4ccccc4n32)c1 (stereo not given) do in these assays?
GLP1R cytotox: 3%; TDP43 rescue: 24%; D3 ag: 2; DRD3 antagonist: -29; aSyn yeast inh: 5%; GLP-1R inv ag: 19%; KB-V1 MDR tox: -13%; PTHR1 ag: inactive; GLP1R ag: -4%

How did CC(=O)OCCNc1cc(Sc2nc3ccccc3[nH]2)c2nonc2c1[N+](=O)[O-] do in these assays?
GLP1R cytotox: inconclusive; TDP43 rescue: -31%[inhibitor]; D3 ag: -28; DRD3 antagonist: -79*; aSyn yeast inh: 5%; GLP-1R inv ag: -74%; KB-V1 MDR tox: -36%; PTHR1 ag: -43%[inhibitor]; GLP1R ag: -9%

Results for CCCCn1c(CCCNC(=O)c2cccc(C)c2)nc2ccccc21 ?
GLP1R cytotox: 13%; TDP43 rescue: -4%; D3 ag: -14; GLP-1R inv ag: inconclusive; KB-V1 MDR tox: -3%; PTHR1 ag: -40%[inhibitor]; GLP1R ag: 6%

Results for COc1ccc(C(C(=O)NC(C)(C)C)N(Cc2ccco2)C(=O)CCC(=O)Nc2ccccn2)cc1 (stereo not given) ?
GLP1R cytotox: -11%; TDP43 rescue: -18%; D3 ag: 3; DRD3 antagonist: 19; aSyn yeast inh: -6%; GLP-1R inv ag: 24%; KB-V1 MDR tox: inconclusive; PTHR1 ag: -7%; GLP1R ag: 3%

How did O=C(NCc1ccc2c(c1)OCO2)c1ccc(CSCc2ccccc2Cl)o1 do in these assays?
GLP1R cytotox: 2%; TDP43 rescue: inconclusive; D3 ag: -16; DRD3 antagonist: -3; aSyn yeast inh: 13%; GLP-1R inv ag: 10µM*; KB-V1 MDR tox: -27%; PTHR1 ag: -14%; GLP1R ag: 3%

What do the screens show for `O=C(O)c1ccccc1C(=O)Nc1ccc(Nc2ccc([N+](=O)[O-])cc2[N+](=O)[O-])cc1`?
GLP1R cytotox: -25%; TDP43 rescue: inconclusive; D3 ag: -3; DRD3 antagonist: -20; aSyn yeast inh: 16%; GLP-1R inv ag: 28%; KB-V1 MDR tox: 12%; PTHR1 ag: inactive; GLP1R ag: 10%

What do the screens show for `CSCC[C@H](NC(=O)C1CCN(S(=O)(=O)c2ccc(C)cc2)CC1)C(=O)NCc1ccco1`?
GLP1R cytotox: 10%; TDP43 rescue: 4%; D3 ag: 1; DRD3 antagonist: 3; aSyn yeast inh: 0%; GLP-1R inv ag: -33%; KB-V1 MDR tox: 0%; PTHR1 ag: 2%[57.5 µM]; GLP1R ag: -7%

Results for Cc1ccccc1C(=O)N1CCN(c2ccc(NC(=O)c3ccc4c(c3)OCO4)cc2)CC1 ?
GLP1R cytotox: -10%; TDP43 rescue: 12%; D3 ag: 8; DRD3 antagonist: 5; aSyn yeast inh: 4%; GLP-1R inv ag: inconclusive; KB-V1 MDR tox: inconclusive; PTHR1 ag: -44%[inhibitor]; GLP1R ag: 0%

Copied from above, two compounds:
What do the screens show for `O=C(O)c1ccccc1C(=O)Nc1ccc(Nc2ccc([N+](=O)[O-])cc2[N+](=O)[O-])cc1`?
GLP1R cytotox: -25%; TDP43 rescue: inconclusive; D3 ag: -3; DRD3 antagonist: -20; aSyn yeast inh: 16%; GLP-1R inv ag: 28%; KB-V1 MDR tox: 12%; PTHR1 ag: inactive; GLP1R ag: 10%

What do the screens show for `CSCC[C@H](NC(=O)C1CCN(S(=O)(=O)c2ccc(C)cc2)CC1)C(=O)NCc1ccco1`?
GLP1R cytotox: 10%; TDP43 rescue: 4%; D3 ag: 1; DRD3 antagonist: 3; aSyn yeast inh: 0%; GLP-1R inv ag: -33%; KB-V1 MDR tox: 0%; PTHR1 ag: 2%[57.5 µM]; GLP1R ag: -7%

(list continues)
What do the screens show for `Cc1ccc(NC(=O)C(c2ccccc2)c2ccccc2)c(O)c1`?
GLP1R cytotox: -23%; TDP43 rescue: -5%; D3 ag: 17; DRD3 antagonist: 15; aSyn yeast inh: 24%; GLP-1R inv ag: inconclusive; KB-V1 MDR tox: 1%; PTHR1 ag: -20%; GLP1R ag: 9%

How did COc1ccc(CNC(=O)COc2ccc([N+](=O)[O-])cc2)cc1 do in these assays?
GLP1R cytotox: 3%; TDP43 rescue: 30%; D3 ag: 3; DRD3 antagonist: -11; aSyn yeast inh: -1%; GLP-1R inv ag: 4%; KB-V1 MDR tox: -21%; PTHR1 ag: inactive; GLP1R ag: 6%

How did COC(=O)C1=C(C)Nc2nnnn2C1c1cccs1 (stereo not given) do in these assays?
GLP1R cytotox: 6%; TDP43 rescue: -11%; D3 ag: -1; DRD3 antagonist: -25; aSyn yeast inh: 5%; GLP-1R inv ag: 66%[activator]; KB-V1 MDR tox: 3%; PTHR1 ag: -8%[57.5 µM]; GLP1R ag: -1%

What do the screens show for `CCOc1ccc(C(C)=O)cc1CN1C(=O)NC2(CCCCC2C)C1=O` (stereo not given)?
GLP1R cytotox: -1%; TDP43 rescue: -13%; D3 ag: -3; DRD3 antagonist: -11; aSyn yeast inh: 10%; GLP-1R inv ag: 29%; KB-V1 MDR tox: -15%; PTHR1 ag: inconclusive; GLP1R ag: 7%

How did COc1ccc(N(CC(=O)NC2CCCC2)C(=O)Cn2nnc(-c3ccc(F)cc3)n2)cc1 do in these assays?
GLP1R cytotox: -15%; TDP43 rescue: -2%; D3 ag: 2; DRD3 antagonist: -5; aSyn yeast inh: -8%; GLP-1R inv ag: inconclusive; KB-V1 MDR tox: 2%; PTHR1 ag: -33%[inhibitor]; GLP1R ag: 12%

Results for Cc1ccccc1C(=O)NC(CC(C)C)C(=O)NN1C(=O)c2ccccc2C1=O (stereo not given) ?
GLP1R cytotox: 4%; TDP43 rescue: -12%[0.397 µM]; D3 ag: -2; DRD3 antagonist: 10; aSyn yeast inh: 5%; GLP-1R inv ag: inconclusive; KB-V1 MDR tox: -5%; PTHR1 ag: 2%; GLP1R ag: 0%

Results for O=C(NCC1CCN(Cc2cccc(Cl)c2)CC1)Nc1ccc(F)c(Cl)c1 ?
GLP1R cytotox: -21%; TDP43 rescue: -29%; D3 ag: -4; GLP-1R inv ag: inconclusive; KB-V1 MDR tox: 6%; PTHR1 ag: inactive

Results for COc1ccc(CNC(=O)COC(=O)C(CCSC)NC(=O)c2ccco2)cc1OC (stereo not given) ?
GLP1R cytotox: 2%; TDP43 rescue: 8%; D3 ag: -7; DRD3 antagonist: -19; aSyn yeast inh: -2%[1.84 µM]; GLP-1R inv ag: -4%; KB-V1 MDR tox: -1%; PTHR1 ag: -31%[inhibitor]; GLP1R ag: 9%

What do the screens show for `COc1ccc(-c2nnc(-c3ccc(C)cc3)o2)cc1`?
GLP1R cytotox: -14%; TDP43 rescue: -5%; D3 ag: -4; DRD3 antagonist: 6; aSyn yeast inh: -1%; GLP-1R inv ag: 23%; KB-V1 MDR tox: 3%; PTHR1 ag: -7%; GLP1R ag: 14%

How did Clc1ccc(Cn2cccc2C2=NCCO2)cc1 do in these assays?
GLP1R cytotox: 7%; TDP43 rescue: 6%; D3 ag: 2; DRD3 antagonist: 0; aSyn yeast inh: -1%; GLP-1R inv ag: inconclusive; KB-V1 MDR tox: 3%; PTHR1 ag: inactive; GLP1R ag: -1%

Results for CCOC(=O)c1[nH]c2ccc(OC)cc2c1NC(=O)c1ccccc1C(=O)O ?
GLP1R cytotox: -7%; TDP43 rescue: 0%; D3 ag: -12; DRD3 antagonist: inconclusive; aSyn yeast inh: 1%; GLP-1R inv ag: 25%; KB-V1 MDR tox: 6%; PTHR1 ag: inactive; GLP1R ag: 14%

How did CC(=O)Nc1ccc(NC(=O)CCNC(=O)c2ccccc2Cl)cc1 do in these assays?
GLP1R cytotox: 1%; TDP43 rescue: 1%; D3 ag: -9; DRD3 antagonist: 0; aSyn yeast inh: -2%; GLP-1R inv ag: 3%; KB-V1 MDR tox: -21%; PTHR1 ag: -8%; GLP1R ag: -4%

Results for COc1cccc(NC(=O)Nc2c(C)n(C)n(-c3ccccc3)c2=O)c1 ?
GLP1R cytotox: 8%; TDP43 rescue: -7%; D3 ag: -1; DRD3 antagonist: 9; aSyn yeast inh: -3%; GLP-1R inv ag: 5%; KB-V1 MDR tox: 8%; PTHR1 ag: inactive; GLP1R ag: -9%
